T cell modulator: T cell immune modulators affecting CD8 T cell-vesicle binding; 2C CD8+ T cell-vesicle binding, flow cytometry; active compounds read low; calls only at 7 µM; 330,000 compounds, 0.068% hits; AID 2052;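 active = response, share of CD8 T cells binding vesicles, and their 90th percentile fluorescence all below set limits, cut at about 80% in these data, passing the limit was not always enough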
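Material: 2C TCR transgenic mouse naive CD8+ T cells, MACS-purified. Also added: QL9-charged Drosophila Ld/ICAM-1/B7-1 vesicles. Timing: binding 1.5 h at 37 °C. Measured by: high-throughput flow cytometry with anti-B7-1 and anti-CD8 staining. Read-out: percent CD8+ FL2 mean versus row control. Controls: Unloaded micro-vesicles (low), QL9 vesicles with 0.7% DMSO (high).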
Myeloid diff MLP: myeloid differentiation induction | ER-HoxA9 myeloid progenitors, lysozyme-GFP differentiation, flow cytometry | calls only at 10 µM | 360,000 compounds, 1% hits | AID 624256;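 active = normalized GFP-positive differentiation at or above the plate's own cutoff, the solvent-only control mean plus 3 SD; inconclusive = no clear call, values can overlap the other calls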;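 note: cells exposed to compound for four days before flow analysis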
West Nile antiviral: West Nile virus antiviral activity, cell-based, CPE readout (AID 1621); 290,000 compounds, 0.02% hits; CPE inhibition, % at 10 µM, or IC50 in µM where a hit was titrated; West Nile virus-infected cells, CPE inhibition; higher % means a stronger effect; in the data active = a potency from the dose series; inconclusive = CPE inhibition mostly from about 3.7% at the one dose, without a potency; inactive = the rest, 99 in 100 with CPE inhibition below about 2.2%; note: strong numbers were not always called active
Salmonella PhoP GFP: PhoP-dependent GFP reporter repression – Salmonella Typhimurium, primary screen (AID 1863); S. Typhimurium PhoP-regulated promoter GFP reporter, 4 h; higher % means a stronger effect; inhibition, % at 50 µM, or IC50 in µM where a hit was titrated; 300,000 compounds, 0.16% hits;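 active = inhibition over 29.93%, a cutoff 3 SD above the screen mean, later confirmed by dose response; inconclusive = inhibition over 29.93% but no dose response follow-up; inactive = inhibition at most 29.93% or unconfirmed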;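 note: 0% = low Mg2+ inducing control and 100% = high Mg2+ repressing control; strong numbers were not always called active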
WT yeast gro inh: growth inhibition of WT yeast, mitochondrial fusion screen; inhibition, % at 10 µM; 190,000 compounds, 2.1% hits; mitochondrial fusion phenotypic screen, WT strain; in the data active = inhibition above about 58%; tested in S. cerevisiae
MgcRacGAP inhibition: MgcRacGAP GTPase-activating activity inhibitors, confirmation, biochemical, ADP Hunter fluorescence | 340,000 compounds, 0.6% hits | inhibition, % at 30 µM, or IC50 in µM where a hit was titrated | MgcRacGAP-stimulated Rac1 GTP hydrolysis, ADP Hunter fluorescence; higher % means a stronger effect; GST-tagged Rac1 F28L mutant substrate;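 active = first-screen hits whose inhibition reached a set limit at any dose in the follow-up dose series; inconclusive = inhibition above the set first-screen limit but never retested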;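 note: fluorescence reports GDP produced by GAP-driven GTP hydrolysis; strong numbers were not always called active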
Large T inhibition: TAg ATPase/helicase activity blockers – biochemical (AID 1903) | SV40 large T antigen ATPase/helicase inhibition assay; higher % means a stronger effect | inhibition, % at 20 µM; hits with a dose series show IC50 in µM | 310,000 compounds, 0.39% hits; in the data active = a potency from the dose series; inconclusive = inhibition mostly from about 32% at the one dose, without a potency; inactive = the rest, 99 in 100 with inhibition below about 32%; note: strong numbers were not always called active
RSV CPE inhibition: inhibition of RSV-induced cytopathic effect – HEp-2 cells, primary 10 µM value included (AID 2391); HEp-2 cells, RSV-induced CPE inhibition; higher % means a stronger effect; CPE inhibition, % at 10 µM, or IC50 in µM where a hit was titrated; 310,000 compounds, 0.13% hits; in the data active = a potency from the dose series; inconclusive = CPE inhibition mostly from about 23% at the one dose, without a potency; inactive = the rest, 99 in 100 with CPE inhibition below about 21%; note: strong numbers were not always called active
bCat nuc transl: beta-catenin nuclear translocation modulation. nuclear translocation activity, % at 5 µM. AID 1665. HeLa beta-catenin nuclear translocation, immunofluorescence imaging. 190,000 compounds, 0.3% hits;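 active = nuclear translocation activity above 50% at 5 µM, with a well cell count of 50 or more; inconclusive = wells under 50 cells across six images, flagged as toxic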;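 note: per-cell ratio of nuclear to cytoplasmic median beta-catenin stain intensity; plate controls were DMSO negative control for no effect and GSK-3 inhibitor IX positive control for full effect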
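System: Human HeLa cells, endogenous beta-catenin | Compound dosing: 5 µM primary, 0.02–20 µM confirmation | Timing: 24 h compound exposure at 37°C, 5% CO2 | Measured by: Fluorescence imaging of beta-catenin antibody stain plus DAPI | Read-out basis: % activation of per-cell nuclear versus cytoplasmic median beta-catenin signal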
WT yeast gro inh mutant strain: second read-out of WT yeast gro inh, no call of its own (marks repeat the call); inhibition, %; mitochondrial fusion phenotypic screen, mutant strain inhibition
bCat nuc transl cell count 5 µM: second read-out of bCat nuc transl, no call of its own (marks repeat the call); cell count; measured here: cell count, cytotoxicity flag
T cell modulator vesicle-bound %: second read-out of T cell modulator, no call of its own (marks repeat the call); double positive events, %; measured here: CD8+ vesicle-bound cell fraction;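 binding gate set so that unloaded-vesicle control wells show 10% double positive cells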
Myeloid diff MLP GFP+ MAC1+ %: second read-out of Myeloid diff MLP, no call of its own (marks repeat the call); GFP+ MAC1+ double positive, %; measured here: differentiation confirmed by MAC1 staining
Starred values were filed as active, the others as inactive; i = inactive; ? = inconclusive; . = not tested or not shown. Rows were taken by chance. Share with any hit: about 3.6%.

SMILES	T cell modulator	T cell modulator vesicle-bound %	Myeloid diff MLP	Myeloid diff MLP GFP+ MAC1+ %	West Nile antiviral	Salmonella PhoP GFP	WT yeast gro inh	WT yeast gro inh mutant strain	MgcRacGAP inhibition	Large T inhibition	RSV CPE inhibition	bCat nuc transl	bCat nuc transl cell count 5 µM
CCN1CCN(CCNC(=O)c2cc(Cl)c(NC(=O)C3=C(C)OCCS3)cc2OC)CC1	i	45	i	1.4	0.6%	-5%	.	.	8%	12%	-2.3%	.	.
CCOC(=O)C(=NC(C)(C)C)NNc1cc(Cl)ccc1Cl	i	33	i	0.0	0.9%	-30%	53	0	7%	11%	2.2%	0.0	897
Cc1c(NC(=O)c2cc(-n3cnnc3)ccc2Cl)cccc1-c1nc2ccccc2s1	i	16	i	0.6	0.0%	4%	-11	-9	2%	5%	0.4%	1.7	944
Cc1cc(Nc2ccc(Cl)cc2)nc(N2CCOCC2)n1	i	34	i	0.4	-0.4%	-12%	.	.	.	3%	14%	-0.7	1284
O=C(O)c1[nH]c2ccccc2c1CC(=O)N1CCOCC1	i	33	i	0.3	0.5%	-6%	-3	-18	4%	4%	-0.7%	-2.0	1388
CSc1nsc(SCC(=O)Nc2ccc(NC(C)=O)cc2)n1	i	11	i	0.8	0.0%	-5%	.	.	7%	7%	2.6%	.	.
COc1cccc(C(=O)Nn2cnnc2)c1	i	63	i	0.4	0.7%	0%	-12	-6	3%	14%	1.8%	1.0	1540
Fc1ccc(CN2CC[C@H]3C=CCc4cccc(c43)C2)cc1	i	4	i	1.7	.	.	.	.	-6%	.	0.2%	.	.
Cn1cccc1/C=C1\SC(=S)N(NC(=O)c2ccc(F)cc2)C1=O	i	58	i	0.3	-0.7%	-8%	.	.	5%	8%	.	1.7	1311
O=C(O)c1ccc(/C=C2\SC(=Nc3ccccc3)N(c3ccccc3)C2=O)cc1	i	23	i	0.1	.	7%	-12	-12	0%	15%	1.4%	-1.5	1096
CN1CCN(C(=O)N2c3ccccc3C=Cc3ccccc32)CC1	i	50	i	1.0	-1.5%	17%	2	-17	-1%	-1%	-0.1%	-2.7	912
CCC(=O)N1CCN(CCN=CC2=C(O)CC(C)(C)CC2=O)CC1	i	53	i	4.7	-0.4%	19%	-8	-3	5%	-1%	1.1%	-0.8	1117
O=C(COC(=O)c1ccc(Br)o1)Nc1nc2ccccc2s1	i	51	i	0.9	-0.1%	-1%	32	11	9%	9%	0.6%	-5.4	991
COc1ccc(NC(=O)c2cccc(S(=O)(=O)N3CCOCC3)c2)cc1	i	33	i	0.1	-0.4%	-4%	.	.	5%	6%	1.3%	.	.
CCc1cc(C(=O)OC)c(NC(=O)CC2SC(=NC)N(C)C2=O)s1 (stereo unspecified)	i	35	i	0.2	-1.6%	3%	6	-8	5%	-6%	2.2%	-0.1	1478
Clc1cccc2sc(N3CCOCC3)nc12	i	14	i	2.4	0.9%	.	.	.	-7%	.	6.1%	.	.
CCOc1ccc(N2CC(C(=O)N3CCN(c4ccccn4)CC3)CC2=O)cc1 (stereo unspecified)	i	33	i	0.7	.	-7%	.	.	-3%	15%	-1.5%	.	.
COCCn1c(SCC(=O)N2CCc3ccccc3C2)nc2cc(Cl)ccc2c1=O	i	51	i	0.2	-1.3%	-11%	15	2	5%	3%	9.6%	1.4	497
COc1ccc(CC(=O)Nc2ccc(-c3noc(-c4cc(OC)c(OC)c(OC)c4)n3)cc2)cc1	i	34	i	1.3	0.0%	6%	0	-5	7%	-8%	1.0%	-5.3	1216
Cn1c(=O)n(C)c2cc(NC(=O)c3ccccc3[N+](=O)[O-])c(Br)cc21	i	48	i	0.4	-0.7%	-2%	-16	-2	1%	8%	1.2%	-0.2	1528
S=C(Nc1ccc(Cl)c(Cl)c1)N1CCOCC1	i	35	i	0.4	-0.3%	31%	-1	9	-1%	15%	2.9%	-0.7	801
CCSc1nnc(NC(=O)Cc2ccccc2OC)s1	i	44	i	2.2	0.0%	-2%	-14	-1	9%	0%	1.6%	.	.
Cc1ccc(C2CC(c3cccs3)=NN2C(=O)CCl)cc1 (stereo unspecified)	i	11	i	0.0	-1.7%	18%	.	.	16%	-3%	-2.4%	.	.
COc1cc(/C=C2\C(=O)ON=C2c2ccccc2)cc(Br)c1O	i	55	i	0.4	-1.0%	-2%	.	.	?	72%	-1.9%	.	.
S=c1[nH]nc(C2CCCCC2)n1/N=C/c1cccc(Br)c1	i	62	i	0.3	1.6%	-2%	.	.	.	6%	1.1%	.	.
COC(=O)CSc1nc(NC(C)C)nc(N2CCOCC2)n1	i	45	i	0.6	0.1%	-7%	-7	-15	6%	-2%	0.6%	-0.1	1067
CC(=O)c1ccc(NC(=S)NCc2ccc(Cl)cc2Cl)cc1	i	11	i	0.6	-1.5%	-2%	-9	0	1%	2%	3.8%	-5.0	1065
COC(=O)c1cccc(NS(=O)(=O)c2ccc(OC)cc2)c1C	i	50	i	1.2	-0.2%	2%	8	-9	8%	1%	0.8%	53*	90*
Cc1ccc(C)c(Nc2c([N+](=O)[O-])c(=O)oc3ccccc23)c1	i	24	i	0.9	-0.7%	-3%	.	.	-8%	12%	1.8%	-0.9	1280
COc1ccc(OC)c(S(=O)(=O)NC(C)CCc2ccccc2)c1 (stereo unspecified)	i	56	i	0.8	-0.7%	-3%	.	.	-3%	13%	3.3%	.	.
Cc1onc(NC(=O)NC(=O)c2c(F)cccc2Cl)c1Br	i	21	i	0.6	-0.6%	-9%	.	.	4%	10%	3.1%	.	.
CN(C(=O)c1ccc(NC(=O)C2CC=CCC2C(=O)O)cc1)c1ccccc1 (stereo unspecified)	i	59	i	2.1	0.4%	-2%	-9	-6	7%	12%	1.1%	-4.7	1208
c1ccc2c(c1)nc(N1CCN(C3CCCCC3)CC1)c1nnnn12	.	.	.	.	-0.2%	10%	6	-3	.	-2%	.	-1.0	1025
ON=C1CCN(c2ncc(C(F)(F)F)cc2Cl)CC1	i	36	i	0.5	-0.2%	-6%	8	9	8%	-2%	8.1%	-0.2	1401
CC(=O)Nc1ccc(SCC(=O)c2cc(C)n(Cc3cccs3)c2C)cc1	i	50	i	1.0	.	-12%	13	2	14%	19%	1.8%	-0.3	738
CC(=O)Nc1sc(C)c(C)c1C(=O)OCCOc1ccccc1	i	34	i	0.3	-0.8%	-1%	.	.	3%	5%	0.8%	.	.
CC1CCc2nn(CC(=O)NC3CCCC3)cc2C1 (stereo unspecified)	i	43	i	3.4	0.2%	4%	1	0	7%	1%	-0.3%	.	.
CC1CCCCN1C(=O)CCn1c(=S)oc2ccccc21 (stereo unspecified)	i	6	i	0.8	-0.5%	-2%	.	.	2%	6%	-0.3%	-4.1	1180
CC1(C)Cc2ccccc2-c2nc(-c3ccccc3)oc(=O)c21	i	48	i	0.1	0.1%	5%	56	29	12%	15%	5.0%	.	.
CSc1ccc(CCNC(=O)CCc2nnc3ccc(N4CCCCC4)nn23)cc1	i	26	i	2.2	-0.9%	.	.	.	6%	.	1.8%	.	.
S=C(NCCN1CCOCC1)N/N=C/c1cccs1	i	55	i	0.6	-0.1%	-2%	.	.	7%	16%	0.7%	.	.
O=C(CSc1n[nH]c(=O)[nH]c1=O)c1ccc(Cl)cc1Cl	i	7	i	0.1	-0.1%	-4%	.	.	11%	7%	5.0%	-0.8	1295
Cc1cccc(S(=O)(=O)Nc2cccc3c2C(=O)c2ccccc2-3)c1	i	2	i	0.5	-0.2%	-13%	11	7	7%	9%	18%	0.0	1023
COc1ccc(O)c(/C=N/N2CCCCC2)c1	i	63	i	0.9	0.2%	1%	.	.	2%	6%	5.1%	.	.
COc1ccc(CNC(=O)C/C(C)=N/NC(=O)Cc2ccc(OC)c(OC)c2)cc1	i	51	i	0.7	0.2%	4%	5	14	4%	10%	3.0%	-0.4	1134
COc1ccc(CNC(=O)[C@H](CCSC)NC(=O)N2CCn3c2nc2ccccc23)cc1	i	19	i	0.6	-0.6%	-11%	.	.	11%	22%	3.6%	.	.
COCc1cc(C)[nH]c(=O)c1C#N	i	58	i	0.7	-0.2%	17%	6	-6	5%	9%	1.8%	0.7	1139
Cc1cc(C)cc(NC(=O)CSc2ccc(-c3ccco3)nn2)c1	i	22	i	0.2	-0.8%	8%	-10	2	5%	8%	5.7%	-1.6	1111
CCCCOC(=O)C1CCCC(C(=O)OCCCC)N1 (stereo unspecified)	i	18	i	0.5	0.7%	-9%	1	-8	8%	0%	1.2%	-2.3	954
CCOC(=O)C(C)(C)Sc1nc2c(cnn2-c2ccc(Cl)cc2)c(=O)[nH]1	i	33	i	3.1	0.3%	-1%	-6	-6	1%	8%	3.0%	-2.0	1154
COc1ccc(C)cc1NC(=O)c1cc2ccccc2o1	i	51	i	0.4	0.2%	3%	17	14	4%	10%	0.5%	4.7	281
COCCn1c(C)cc(C(=O)COC(=O)c2c(C)nn(Cc3ccccc3)c2C)c1C	i	46	i	0.6	-0.3%	8%	16	-3	6%	0%	15%	0.0	1116
CCn1c(-c2ccc(C)cc2)n[nH]c1=S	i	44	i	1.0	-0.4%	2%	-5	8	11%	21%	0.0%	4.2	914
O=C(O)CN1C(=O)C2C3C=CC(C2C1=O)C1C(=O)N(CC(=O)O)C(=O)C31 (stereo unspecified)	i	12	i	5.8	-0.1%	2%	.	.	-6%	10%	-0.9%	.	.
O=C1C2=C(SCCS2)C(=O)N1c1ccccc1	i	33	i	0.5	-0.3%	-193%	-18	-13	6%	4%	1.1%	0.3	889
